# Screens: PubChem, several laboratories
# HCV NS3 hel inh: inhibitors of HCV NS3 helicase, primary screen, biochemical, Cy5 molecular beacon fluorescence. 290,000 compounds, 0.56% hits. AID 1800, 2009. Hepatitis C virus NS3 helicase. NS3 helicase DNA unwinding. inhibition, % at 10.9 µM;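 active = inhibition above the mean of all tested compounds plus 3 SD, set per campaign, cut at about 35% in these data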;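 also: 0% = DMSO wells and 100% = thioflavine S control wells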
#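 Assay system: hepatitis C virus NS3 helicase domain fragment enzyme. Also added: annealed dual-labelled DNA beacon duplex, ATP-started. Timing: 1 h reaction at 25 °C, ATP-initiated. Technique: Cy5 fluorescence at 0 and 60 min, beacon hairpin quenching. Evaluation: % inhibition of unwinding. Replication: one well per compound.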
# PfM18AAP inh: PfM18AAP inhibitors, malaria aminopeptidase, primary screen, biochemical, QFRET, recombinant enzyme | M18 aspartyl aminopeptidase (Plasmodium falciparum 3D7) | H-Glu-NHMec fluorogenic cleavage | inhibition, % at 7.35 µM | 290,000 compounds, 1.2% hits | AID 1822, 2009;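 active = inhibition above the campaign mean inhibition over all tested compounds plus 3 SD, cut at about 28% in these data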;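 also: 0% = plate median of test compound wells and 100% = 2 mM ZnCl2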
# MEKK2 WT-MEK5: modulators of MEK5 binding to wildtype MEKK2, primary screen, biochemical, multiplex bead flow cytometry, Alexa488-MEK5; binding response (% of control), % at 10 µM; Alexa488-MEK5 binding to MEKK2 WT; actives lie on both sides; 290,000 compounds, 1.1% hits; AID 1531, 2009; Mitogen-activated protein kinase kinase kinase 2 (Homo sapiens), Q9Y2U5; in the data active = binding response below about 67% or above about 130%
# MEKK2mut PB1 HTS: MEK5 binding signal on mutant MEKK2 PB1, primary screen, biochemical, multiplex bead flow cytometry, Alexa488-MEK5. Alexa488-MEK5 binding to MEKK2 mutant. percent response, % at 10 µM. 290,000 compounds, 0.35% hits; in the data active = percent response above about 24%, passing the limit was not always enough; also: inactives centre near 1; some results filed as inactive read as strong as hits; reference of the scale not given here
# FID counter: compounds displacing fluorescent DNA intercalator, primary screen, artefact control for HCV NS3 helicase inhibitor project, biochemical, FID fluorescence. 290,000 compounds, 0.17% hits. inhibition, % at 7.9 µM. DNA fluorescent intercalator displacement; in the data active = inhibition above about 37%;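 also: 0% = vehicle and 100% = reference compound; higher means more ethidium bromide displaced from hairpin DNA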
# NALP1 yeast inh: NALP1 inflammasome inhibitors in reconstituted yeast, colorimetric, S. cerevisiae, triplicate retest. S. cerevisiae NALP1/ASC/caspase-1 growth, X-gal OD620, 72 h. inhibition, % at 10 µM. 280,000 compounds, 0.61% hits; in the data active = inhibition mostly above about 24%, no sharp cut-off; inactive = mostly below about 32%; also: some compounds called inactive have numbers as strong as hits
# IMP-1 inhibitor: IMP-1 metallo-beta-lactamase inhibitors, primary screen, biochemical, epi-absorbance readout, Pseudomonas aeruginosa enzyme; metallo-beta-lactamase IMP-1 (Pseudomonas aeruginosa); purified IMP-1, nitrocefin hydrolysis, epi-absorbance fluorescence; inhibition, % at 5.6 µM; 290,000 compounds, 0.45% hits; AID 1556, 2009;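 active = inhibition above the mean plus 3 SD of all compounds in the same screening run, cut at about 4.5% in these data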;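 also: 0% = IMP-1 with DMSO and 100% = DMSO wells lacking enzyme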
#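 System: purified recombinant IMP-1 beta-lactamase. Medium: Zinc- and detergent-supplemented HEPES buffer, pH 7.1. Compound: one 5.6 µM dose […]. Schedule: 15 min preincubation plus 25 min reaction at 25 °C. Technique: Epi-absorbance fluorescence, 480 nm excitation, 530 nm emission.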
# VIM-2 inhibitor: VIM-2 metallo-beta-lactamase inhibitors, primary screen, biochemical, epi-absorbance readout, Pseudomonas aeruginosa enzyme | purified VIM-2, nitrocefin hydrolysis, epi-absorbance fluorescence | inhibition, % at 5.6 µM | 290,000 compounds, 0.89% hits;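 active = inhibition above the mean of all tested compounds plus 3 SD, cutoff set per screening run, cut at about 7.5% in these data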;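 also: red hydrolysis product quenches plate fluorescence so inhibitors raise well fluorescence; 0% = enzyme with DMSO and 100% = DMSO without enzyme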
# UBC9 SUMO inh: inhibitors of in vitro SUMOylation cascade, primary screen, biochemical, HTRF, uHTS; SUMO-conjugating enzyme UBC9 (Homo sapiens), P63279; HTRF SUMOylation assay, SAE1/SAE2 + UBC9; inhibition, % at 35 µM; 290,000 compounds, 0.36% hits; in the data active = inhibition above about 50%, passing the limit was not always enough; also: strong numbers were not always called active
# Target sequence (P63279 whole entry, looked up): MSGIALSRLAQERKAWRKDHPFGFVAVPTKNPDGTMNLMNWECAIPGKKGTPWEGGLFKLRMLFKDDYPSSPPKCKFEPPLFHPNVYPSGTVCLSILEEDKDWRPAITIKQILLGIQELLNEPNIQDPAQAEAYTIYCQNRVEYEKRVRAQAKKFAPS
# Active calls of the source: *; . = no result given; & = joins results of further samples; [ ] = dose if it differs, or a comment. This is a random part of the collection; about 4.7% have a hit in one of these screens.
SMILES,HCV NS3 hel inh,PfM18AAP inh,MEKK2 WT-MEK5,MEKK2mut PB1 HTS,FID counter,NALP1 yeast inh,IMP-1 inhibitor,VIM-2 inhibitor,UBC9 SUMO inh
CCSc1nnc(NC(=O)c2cc(C)on2)s1,24,-11,97,1,0,7,-3.6,0.2,16
CCN(/N=C/c1ccc(Cl)cc1)c1cc(=O)n(C)c(=O)[nH]1,1,6,93,3,-20,22,0.5,-0.3,26
O=C(Cn1cccn1)c1ccccc1,0,-11,98,1,-4,12,-1.5,-0.2,13
CCCNC(=O)c1cccc(Cn2nc(C)c(Br)c2C)c1,-1,2,100,-3,-23,4,-2.0,-1.7,14
O=C(O)C1CCCN(S(=O)(=O)c2cccc3cccnc23)C1 (centres undefined),-6,4,110,4,3,15,-4.2,-2.0,3
NC(=O)CN1CCCN(S(=O)(=O)c2ccc(Br)cc2)CC1,-6,3,3.0*[inhibitor],-24,1,9,-2.9,-4.3,4
C#CCSc1nnc(-c2sc3ccccc3c2Cl)o1,8,-11,.,.,-1,7,-4.9,-2.5,6
CCC(C)(C(=O)NC1CCCCC1)N(C(=O)CC1NC(=O)NC1=O)c1c(C)n(C)n(-c2ccccc2)c1=O (centres undefined),-3,6,94,-3,-16,34,-4.2,-5.2,21
Cc1ccc(NC(=O)COC(=O)c2cc(-c3cccs3)nn2-c2ccccc2)cc1[N+](=O)[O-],-5,-3,96,-1,-13,8,-0.8,-1.7,-20
O=C(O)CNC(=S)N(Cc1ccccc1F)C1CCCCC1,7,-13,87,-10,-28,4,-0.5,1.4,12
Cc1noc(C(=O)NCc2ccccc2)c1Cl,-1,0,97,9,2,-17,-1.8,-3.2,6
CN1CCN(c2ccc([N+](=O)[O-])cc2C(=O)N2CCOCC2)CC1,36,5,.,.,-3,5,-1.6,-1.9,20
COCCCNC(=O)/C(C#N)=C/c1ccc(OCC(=O)O)c(OC)c1,13,2,91,8,-1,14,-1.4,0.9,39
Cc1cccn2c(=O)c(C=O)c(N3CCN(c4ccccc4)CC3)nc12,-8,11,109,3,-27,31,-3.2,-1.0,9
COC(=O)c1cc(NC(=O)C23CCC(C)(C(=O)O2)C3(C)C)cc(C(=O)OC)c1 (centres undefined),1,-7,99,1,-2,13,-2.4,-2.7,24
CCCn1c(C(C)Nc2nc(-c3ccc(C)cc3)cs2)nc2ccccc21 (centres undefined),-5,2,105,-1,-21,2,-2.2,-2.5,-13
COc1cc(/C=N\NC(=O)c2ccc(Cn3cc(Br)c([N+](=O)[O-])n3)o2)cc(OC)c1O,-10,19,110,5,-2,3,2.1,-4.2,-9
C=CCn1c(SCC(=O)c2ccc(Br)cc2)nnc1C(C)NC(=O)Cc1ccc(OC)cc1 (centres undefined),0,2,100,3,-6,-1,-3.9,-2.9,20
O=C(CCSc1nc(-c2ccco2)cc(C(F)(F)F)n1)NCc1ccccn1,5,1,104,2,-19,11,-2.0,-3.7,11
O=C(CSc1ccccc1)Nc1ccccc1C(=O)O,4,14,132,23,0,13,-4.2,-0.5,-7
CCOC(=O)Cc1csc(NC(=O)COc2ccccc2)n1,-4,-5,98,-3,-4,-12,-1.1,-1.2,-2
Cc1cc(S(=O)(=O)NC2CCCCC2)c(C)s1,0,1,96,-1,-7,-3,-3.0,-1.2,24
S=c1[nH]nc(COc2ccccc2)n1/N=C/c1cccc(Cl)c1Cl,34,10,102,-1,-17,11,-2.0,-5.1,-14
CS(=O)(=O)N(CC(=O)NCc1ccc2c(c1)OCO2)c1ccc(Cl)cc1,4,-2,.,.,-8,20,0.5,-1.5,17
Cc1ccccc1CN(c1ccc(C(=O)Nc2ccccc2C(=O)N2CCCC2)cc1)S(C)(=O)=O,-1,8,95,-4,-31,0,1.1,-1.1,9

# Complete entries as entered above:
# CCCNC(=O)c1cccc(Cn2nc(C)c(Br)c2C)c1 as listed: HCV NS3 hel inh: -1; PfM18AAP inh: 2; MEKK2 WT-MEK5: 100; MEKK2mut PB1 HTS: -3; FID counter: -23; NALP1 yeast inh: 4; IMP-1 inhibitor: -2.0; VIM-2 inhibitor: -1.7; UBC9 SUMO inh: 14
# O=C(O)C1CCCN(S(=O)(=O)c2cccc3cccnc23)C1 (centres undefined) as listed: HCV NS3 hel inh: -6; PfM18AAP inh: 4; MEKK2 WT-MEK5: 110; MEKK2mut PB1 HTS: 4; FID counter: 3; NALP1 yeast inh: 15; IMP-1 inhibitor: -4.2; VIM-2 inhibitor: -2.0; UBC9 SUMO inh: 3

# Continuation:
SMILES,HCV NS3 hel inh,PfM18AAP inh,MEKK2 WT-MEK5,MEKK2mut PB1 HTS,FID counter,NALP1 yeast inh,IMP-1 inhibitor,VIM-2 inhibitor,UBC9 SUMO inh
CC(C)NC(=O)c1cc(-c2ccc3c(c2)OCO3)on1,10,-4,104,1,-9,39,0.8,4.3,4
CCOc1ccc(S(=O)(=O)NCc2ccncc2)cc1,-4,3,100,-2,0,-1,-1.1,-2.3,-20
COc1cc(C(=O)O)c([N+](=O)[O-])c(OC)c1OC,-8,-3,95,-8,2,-2,-2.9,-2.7,7
CC(=O)c1cccc(NC(=O)c2csc(-n3nc(C)cc3C(F)(F)F)n2)c1,-3,0,100,1,0,14,-0.6,-5.0,-92
C/C=C/C(=O)OCC(=O)Nc1ccc(C)c(S(=O)(=O)N(C)C)c1,5,-5,94,-1,-3,11,-1.6,-0.8,14
Nc1nc(NC(=O)CCCC(=O)O)nn1-c1ccccc1,-4,2,99,2,-1,10,0.7,-1.0,15
COc1ccc2c(C(=O)c3ccc(C)cc3)n(CCC(N)=O)[n+]([O-])c2c1,-20,10,91,-5,-12,5,-4.4,-1.9,-5
N#Cc1cc(-c2ccccc2)nnc1Oc1ccccc1Cl,1,-2,98,-2,-3,2,-2.0,-2.5,7
COc1ccc(CCNC(=O)Cn2cnc3c(nnn3Cc3ccc(C)cc3)c2=O)cc1OC,-10,-5,102,6,-6,11,-0.6,-2.5,4
COc1cccc(N2C(=O)c3ccncc3C2=O)c1,0,1,.,.,-7,8,-3.0,0.2,26
O=C(COC(=O)c1ccc([N+](=O)[O-])o1)c1ccccc1,12,-4,95,-2,5,18,0.4,-1.6,14
Cc1cccc(C)c1NC(=O)C1CCCN1S(=O)(=O)c1ccc(-c2ccc(=O)[nH]n2)s1 (centres undefined),0,2,100,4,-21,7,-1.7,-1.1,4
Cc1ccc(Cn2c(SC3CCOC3=O)nc3ccccc3c2=O)cc1 (centres undefined),-2,-4,105,6,-6,26,-1.4,-0.9,-8
COc1ccc(C(=O)OCC(=O)NCC2CCCO2)cc1 (centres undefined),11,-3,90,-3,-1,-2,-2.4,-2.6,7
CCOc1ccc(NC(=O)Cn2c(=O)oc3ccccc32)cc1,3,6,98,1,-2,-1,-2.5,-3.5,38
Cc1ccn2c(C(=O)CSc3ccc(Cl)cc3)c(C)nc2c1,-4,-11,96,-6,-5,21,-1.5,1.3,-9
CN(C)c1ccc(/C=N/NC(=O)c2ccccc2O)o1,-1,10,63,-15,-15,-6,-0.8,0.9,12
COC(=O)c1ccccc1NC(=O)N1CCN(c2ccccc2F)CC1,9,-4,66,-32,-13,21,-0.5,-0.8,10
CCOC(=O)c1ccc(N=c2sc(C(=O)OC)cc(=O)n2CCCN2CCOCC2)cc1,-45,3,104&69,11&4,15,4&-47,0.4,-1.1,-2&3
CCc1cn(S(=O)(=O)c2ccccc2OC)nc1N,-7,-11,100,4,-5,-7,-5.3,-1.9,19
CN1CCN(NC(=O)c2ccccc2F)CC1,-1,0,101,10,-3,3,-1.4,-3.3,23
COc1ccc(NC(=S)NCc2cccs2)c(OC)c1,-21,-8,96,-1,-4,16,-2.8,-0.4,-1
Cc1nnc(SCC(=O)NNC(=O)c2ccc(Cl)cc2)s1,-10,1,94,4,-5,-3,-1.4,-2.2,12
N#Cc1cnc(N)c(Br)c1,14,5,99,0,5,-5,-2.3,0.2,1
CC(C)(C)/C(O)=C/c1nc2ccccc2[nH]c1=O,2,-1,101,0,-4,22,-2.3,1.6,-8
O=[N+]([O-])c1ccc(Nc2ccccn2)c([N+](=O)[O-])c1,8,0,97,3,8,26*,-4.8,-4.8,18
CCNC(=S)Nc1cc(C)ccn1,-2,25,102,-1,-2,9,-2.7,-4.5,-11
Nc1nc(SCC(=O)NCC2CCCO2)[nH]c(=O)c1NC(=O)c1ccco1 (centres undefined),-3,2,103,5,0,1,-3.1,-3.0,-16

# By substructure, those above containing an aryl methoxy group.
SMILES,HCV NS3 hel inh,PfM18AAP inh,MEKK2 WT-MEK5,MEKK2mut PB1 HTS,FID counter,NALP1 yeast inh,IMP-1 inhibitor,VIM-2 inhibitor,UBC9 SUMO inh
COCCCNC(=O)/C(C#N)=C/c1ccc(OCC(=O)O)c(OC)c1,13,2,91,8,-1,14,-1.4,0.9,39
COc1cc(/C=N\NC(=O)c2ccc(Cn3cc(Br)c([N+](=O)[O-])n3)o2)cc(OC)c1O,-10,19,110,5,-2,3,2.1,-4.2,-9
C=CCn1c(SCC(=O)c2ccc(Br)cc2)nnc1C(C)NC(=O)Cc1ccc(OC)cc1 (centres undefined),0,2,100,3,-6,-1,-3.9,-2.9,20
COc1cc(C(=O)O)c([N+](=O)[O-])c(OC)c1OC,-8,-3,95,-8,2,-2,-2.9,-2.7,7
COc1ccc2c(C(=O)c3ccc(C)cc3)n(CCC(N)=O)[n+]([O-])c2c1,-20,10,91,-5,-12,5,-4.4,-1.9,-5
COc1ccc(CCNC(=O)Cn2cnc3c(nnn3Cc3ccc(C)cc3)c2=O)cc1OC,-10,-5,102,6,-6,11,-0.6,-2.5,4
COc1cccc(N2C(=O)c3ccncc3C2=O)c1,0,1,.,.,-7,8,-3.0,0.2,26
COc1ccc(C(=O)OCC(=O)NCC2CCCO2)cc1 (centres undefined),11,-3,90,-3,-1,-2,-2.4,-2.6,7
CCc1cn(S(=O)(=O)c2ccccc2OC)nc1N,-7,-11,100,4,-5,-7,-5.3,-1.9,19
COc1ccc(NC(=S)NCc2cccs2)c(OC)c1,-21,-8,96,-1,-4,16,-2.8,-0.4,-1
